HCMV antiviral – human cytomegalovirus inhibition. HFF cells, HCMV-luciferase reporter, 72 h; stronger effect = lower value. activity change, negative = inhibition, % at 57.5 µM. 4.5% of 410,000 active. AID 1259415; in the data active = activity change below about -60%; inconclusive = no clear call, values can overlap the other calls; inactive = above about -39%
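HFF cells seeded 16 h at 37C, treated with compounds, infected with luciferase-reporter HCMV at MOI 1 PFU/cell; luciferase read at 72 h post infection, normalized to buffer-only and Salinomycin controls.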
Numbers without * were called inactive; ? = inconclusive. % is set by controls: 0 for no effect and ±100 for the full control effect. The list is partial, so the mix of outcomes need not match the whole.

cpd	SMILES	HCMV antiviral
1	COc1cc(OC)cc(C(=O)N2CCN(S(=O)(=O)c3ccc4c(c3)OCCO4)CC2)c1	-9
2	Clc1ccc(CSc2nnc(-c3ccccn3)n2Cc2cccs2)cc1Cl	2
3	CCCS(=O)(=O)NC(=O)C1(C)CCCN(C(=O)c2c(-c3ccccc3)noc2C)C1 (stereo not drawn)	-63*
4	CC(=O)Nc1ccc(NC(=O)C2(C)Cc3c(-c4cccc(C(F)(F)F)c4)ccnc3O2)cc1 (stereo not drawn)	24
5	Cc1cccc(-n2ncc3c2CCCC3NC(=O)c2ccncc2)c1C (stereo not drawn)	-79*
6	COC(=O)[C@]1(C#N)CC(=O)N([C@H](C)[C@@H](O)c2ccccc2)[C@@H]1c1ccccc1	0
7	Nc1[nH]c(C(=O)c2ccccc2)c(-c2ccncc2)c1C(=O)NCc1ccc(Cl)cc1	9
8	Cc1ccccc1-c1cnc(C(O)c2cc(Cl)cc(Cl)c2)[nH]1 (stereo not drawn)	-9
9	CN(C)Cc1csc(NC(=O)Nc2cccc(Cl)c2)n1	10
10	CCCCc1c(-c2ccccc2OC)ncn1Cc1cccc(-c2ccccc2)c1	?
11	CC(C)N(Cc1nccn1C)C(=O)C1CCC(=O)N(CCc2ccccc2)C1 (stereo not drawn)	-26
12	Cc1ccc2cc(F)c(F)c(F)c2n1	-2
13	C[C@@H]1CCCCO[C@H](CN(C)C)[C@H](C)CN([C@@H](C)CO)C(=O)c2cc(NC(=O)Nc3ccc(C(F)(F)F)cc3)ccc2O1	-25
14	O=C(C[C@@H]1C[C@@H]2c3cc(NC(=O)C4CCC4)ccc3O[C@@H]2[C@@H](CO)O1)NCc1ccc(Cl)cc1	-8
15	COCC(=O)N1C[C@H]2CON(C)[C@H]2C[C@H]1c1cccc(-c2ccccc2OC)c1	8
16	Cc1ccc2nc(C3CCCCC3)c(Cc3ccccc3)n2c1	-15
17	COc1ccccc1CN1CCNCC1	5
18	COc1ccc(-c2cc3c(c4c2ccn4C)C2CCC3O2)cn1 (stereo not drawn)	-15
19	COc1ccc2nc(NN=Cc3cccc(C)n3)cc(C)c2c1	-21
20	COc1ccc(-c2ccc(C(=O)Nc3ccccc3)c3occc23)c(C)c1	71
21	CSCCC(C(=O)NCc1ccccc1)n1c(C2CCN(C(C)=O)CC2)nc2ccccc21 (stereo not drawn)	-14
22	Cc1c(Br)cccc1NC(=O)C1(C)CCN1Cc1ccccc1OC(F)F (stereo not drawn)	2
23	COCCNC(=O)C1(C)CCN(C(=O)c2sccc2C)C1 (stereo not drawn)	-17
24	Cc1noc(C)c1NC(=O)N(C)C[C@H]1OCCCC[C@@H](C)Oc2ccc(NC(=O)c3ccccc3)cc2C(=O)N([C@H](C)CO)C[C@@H]1C	-2
25	COC(=O)c1ccc2nc(-c3ccc(OC)c(OC)c3)c(Cc3ccsc3)n2c1	37
26	O=C1NCCCN1C1OC(CO)C(O)C1O (stereo not drawn)	-14
27	COc1ccc(CN(C)C(=O)/C=C/[C@H]2O[C@@H](n3cnc4c(N)ncnc43)[C@H](O)[C@@H]2O)cc1OC	44
28	OC[C@@H]1CN(Cc2ccc(F)cc2)C[C@H](n2cnc3c(Nc4ccccc4)ncnc32)O1	?
29	Fc1ccc(-c2noc3nc(NCC4CCCO4)ccc23)cc1 (stereo not drawn)	80
30	CCc1nc2ccc(C(=O)N3CCN(C(=O)c4ccco4)CC3)cn2c1N(C)C(=O)Nc1ccccc1OC	6
31	CCOC(=O)C1=CC[C@@H](c2ccccc2)N(S(=O)(=O)c2ccc(C)cc2)[C@H]1C	-7
32	CCNC(=O)C1CCCN(C(=O)c2ccccc2)CC1 (stereo not drawn)	0
33	S=C(CSc1ccccc1)Nc1cccc2ccccc12	-40
34	COc1cccc(CNC(=S)Nc2ccc3c(c2)c(=O)n(C)n3Cc2ccc(F)cc2)c1	?
35	C#CCN(C[C@@H]1[C@@H](OC(=O)NCc2ccc(OC)c(OC)c2)[C@@H](OC(=O)NCc2ccc(OC)c(OC)c2)Cn2c(=O)n(CCCCCC)c(=O)n21)S(=O)(=O)c1ccc(C)cc1	-16
36	COc1cccc(CNc2nc3cc(-c4cccc(Cl)c4)sc3c(=O)n2C)c1	20
37	O=C(NCCc1cn[nH]c1)c1ccc2oc(CCc3ccccc3)nc2c1	64
38	CCOC(=O)C1=C[C@@H](c2ccccc2)N(S(=O)(=O)c2ccc(C)cc2)[C@H]1c1ccc(OC)cc1	?
39	c1ccc(COc2cccc(-c3cc4nc(NCCCn5ccnc5)ccn4n3)c2)cc1	-6
40	C[C@]12CCCC3=CC(=O)C=CC31OCC2 (stereo partly drawn)	0
41	Cc1ccc(NC(=O)CNC(=O)C23CC4CC(CC(C4)C2)C3)nc1	-11
42	CC1(Cc2ccc(Cl)c(Cl)c2)C(=O)Nc2c(Cl)ccc(Cl)c21 (stereo not drawn)	11
43	COc1cccc(OC)c1C(=O)OCC(=O)NCCNC(=O)COC(=O)c1c(OC)cccc1OC	-1
44	CCCC(=O)N1CCC1(C)C(=O)Nc1ccccc1-c1ccccc1 (stereo not drawn)	-27
45	Cn1c(NCCOc2ccccc2Cl)nc2cc(-c3ccc(F)cc3)sc2c1=O	-29
46	Cc1cc2nc(-c3cccc(Br)c3)c(CC(C)(C)C)n2c(C)c1Br	-4
47	Cc1ccc(S(=O)(=O)N2C[C@H]3[C@H]4C(=O)N(c5ccccc5)C(=O)[C@H]4C[C@H](OC(=O)Nc4cccs4)[C@@]3(O)C2)cc1	2
48	CC1=C(C(=O)Nc2cccc(C(=O)NCC(C)c3ccccc3)c2)SCCO1 (stereo not drawn)	?
49	COc1cccc(S(=O)(=O)N(C)C[C@H]2OCc3cn(nn3)CCCC(=O)N([C@@H](C)CO)C[C@@H]2C)c1	9
50	CC1(C(=O)Nc2ccc3ccccc3c2)CCC(=O)N1C1CCN(Cc2ccccc2)CC1 (stereo not drawn)	2
51	N#Cc1ccc(NC(=S)N2Cc3ccccc3-n3nncc3C2)cc1	-6
52	CCc1nc2ccc(C(=O)NCC3CCCCC3)cn2c1N(C)Cc1ccc(OC)cc1	-5
53	Cc1ccc(S(=O)(=O)N2C[C@H]3[C@H]4C(=O)N(C5CCCCC5)C(=O)[C@H]4CC(=O)[C@H]3[C@@H]2c2ccccc2Cl)cc1	-24
54	CCN(CC)Cc1c(C)[nH]c2ccc(NC(C)=O)cc2c1=O	37
55	CCCNC(=O)CSc1nnc(NC(=O)C2CC(=O)N(c3ccccc3OC)C2)s1 (stereo not drawn)	-16
56	Cc1cccc(C)c1N=CN1c2ccccc2-n2cccc2C1c1ccccc1 (stereo not drawn)	-4
57	O=c1[nH]c2ccccc2c(=O)c2ccccc12	25
58	COc1ccccc1-c1cnc(C(O)c2ccc(F)c(C)c2)[nH]1 (stereo not drawn)	-37
59	CNc1cncc(-c2cccc(C(=O)NCCN(C)C)c2)n1	-9
60	CCCS(=O)(=O)NC(=O)C1(C)CCN(C(=O)Cc2cccc(OC)c2)C1 (stereo not drawn)	23

Given with each value named: part of the list above
42	CC1(Cc2ccc(Cl)c(Cl)c2)C(=O)Nc2c(Cl)ccc(Cl)c21 (stereo not drawn)
  HCMV antiviral = 11

49	COc1cccc(S(=O)(=O)N(C)C[C@H]2OCc3cn(nn3)CCCC(=O)N([C@@H](C)CO)C[C@@H]2C)c1
  HCMV antiviral = 9

39	c1ccc(COc2cccc(-c3cc4nc(NCCCn5ccnc5)ccn4n3)c2)cc1
  HCMV antiviral = -6

57	O=c1[nH]c2ccccc2c(=O)c2ccccc12
  HCMV antiviral = 25

Additional compounds:
cpd	SMILES	HCMV antiviral
61	COC(=O)c1cn(C)c2ccc(S(=O)(=O)N(C)C3CCCCC3)cc2c1=O	-17
62	C=CCCC(=O)N1C[C@H]2CON(C)[C@H]2C[C@H]1c1cccc(N2CCOCC2)c1	-2
63	CCCCN(C=O)c1c(CC)nc2c(OCc3ccc(Cl)cc3)cccn12	-3
64	CCc1nc2ccc(C(=O)NCCCn3ccnc3)cn2c1N(C)C(=O)c1cccc(OC)c1	16
65	C#CCCC[C@@H](/C=C/C(=O)OCC)NC(=O)C(F)(F)F	0
66	CCCCC(=O)N(C)c1c(C)nc2ccc(C(=O)N3CCN(C(=O)c4ccco4)CC3)cn12	-6
67	N#Cc1cccc(NC(=O)c2cc(C3CCCCN3C(=O)CCc3ccccc3)on2)c1 (stereo not drawn)	?
68	CNC[C@@H]1OCc2cnnn2CCCC(=O)N([C@@H](C)CO)C[C@H]1C	-13
69	CCCNC(=O)C1(C)CCCN(CCOc2ccccc2)C1 (stereo not drawn)	-7
70	CNc1nc(NCc2cccc(OC)c2)c2sccc2n1	?
71	COc1ccccc1CCNC(=O)c1c(N)[nH]c(C(=O)c2ccccc2)c1-c1ccc(Br)cc1	-25
72	CC(=O)NCCNC(=O)C1(C)Cc2c(-c3cccc(C(N)=O)c3)ccnc2O1 (stereo not drawn)	7
73	CCc1nc2ccc(C(=O)N(C)CCN(C)C)cn2c1N(CC)C(=O)NCCc1ccccc1	14
74	COc1ccc(C(=O)N2CCCC(c3cc(C(=O)NCc4ccc(F)cc4)no3)C2)cc1 (stereo not drawn)	?
75	Cc1ccccc1CNC(=O)c1[nH]c(C(F)(F)F)nc1-c1ccccc1	-7
76	CC(C)n1nnnc1C1c2ccccc2C(=O)N1CCc1ccc(O)cc1 (stereo not drawn)	-20
77	COc1cccc(CNc2nc3cc(-c4ccsc4)sc3c(=O)n2C)c1OC	-68*
78	CNC(=O)C[C@H]1C(=O)N(CCc2ccccc2)C[C@@H]1C	-4
79	O=C(C[C@H]1C(=O)N(CCc2ccccc2)C[C@@H]1c1ccccc1)Nc1ccccc1	-10
80	c1ccc2c(c1)OCc1nccn1-2	1
81	CC1NC(=O)c2cc3ccccc3cc2-n2c1nc1ccccc1c2=O (stereo not drawn)	21
82	COc1ccccc1CNC(=O)C(=O)c1cn(CC(=O)N2CCCCC2)c2ccccc12	-9
83	CCCC[C@@H]1CNC(=O)C(=O)N1CC1CCCCC1	-2
84	C1CN(P2(N3CC3)=NP(N3CC3)(N3CC3)=NP(N3CC3)(N3CC3)=N2)CCO1 (stereo not drawn)	-36
85	CC1(Oc2ccccc2-c2ccno2)CCN(Cc2ccc(-c3ccccc3)o2)C1 (stereo not drawn)	16
86	COc1cccc(-c2cnc(C(O)c3ccc(SC)cc3)[nH]2)c1 (stereo not drawn)	-4
87	Nc1[nH]c(C(=O)c2ccc(Cl)cc2)c(-c2ccc(Br)cc2)c1C(=O)NCCc1c[nH]c2ccccc12	?
88	COC(=O)[C@@]12C[C@@H](CC(=O)NCCC(C)C)C(=O)N(Cc3cccc4ccccc34)C1=CCC(C)(C)C2	-19
89	O=Cc1ccc2c(c1)OCCOCCOCCOCCO2	-13
90	Cc1ccc(N2CCN(C(=O)C(=O)c3ccc(F)c(F)c3)CC2)cc1	-11

Quoted from above, compounds 61 to 66
cpd	SMILES	HCMV antiviral
61	COC(=O)c1cn(C)c2ccc(S(=O)(=O)N(C)C3CCCCC3)cc2c1=O	-17
62	C=CCCC(=O)N1C[C@H]2CON(C)[C@H]2C[C@H]1c1cccc(N2CCOCC2)c1	-2
63	CCCCN(C=O)c1c(CC)nc2c(OCc3ccc(Cl)cc3)cccn12	-3
64	CCc1nc2ccc(C(=O)NCCCn3ccnc3)cn2c1N(C)C(=O)c1cccc(OC)c1	16
65	C#CCCC[C@@H](/C=C/C(=O)OCC)NC(=O)C(F)(F)F	0
66	CCCCC(=O)N(C)c1c(C)nc2ccc(C(=O)N3CCN(C(=O)c4ccco4)CC3)cn12	-6

Going on with the list.
cpd	SMILES	HCMV antiviral
91	O=[N+]([O-])c1ccc2cccnc2c1	-20
92	COc1ccc(C(C#N)=Cc2ccccc2OC)cc1	-88*
93	c1ccc(Cc2cnc(N3CCN(Cc4ccc5c(c4)OCCO5)CC3)nc2)cc1	19
94	CCC(CC)C(=O)N(C)c1c(C)nc2c(OCc3ccccc3C(=O)OC)cccn12	20
95	COC(=O)[C@@]1(Sc2ccc(OC)cc2)CC(=O)N(c2ccc(OC)cc2)[C@@H]1c1ccc(OC(C)C)c(OC)c1	-5
96	O=C1NC[C@H](CCCCN2CCN(CCc3ccccc3)C(=O)C2=O)N(CCC2CCCCC2)C1=O	3
97	COc1ccc(-c2cc3nc(-c4ccccc4)cc(N4CCN(C(=O)c5ccccc5)CC4)n3n2)cc1	-7
98	COc1cccc(CNC(=O)[C@H]2CCCN2C(=O)[C@H]2CCCN2C(=O)c2ccc(OC(F)(F)F)cc2)c1	-3
99	N#Cc1cccc(NC(=O)c2cc(C3CCCCN3C(=O)C3CC3)on2)c1 (stereo not drawn)	-63*
100	COc1ccccc1S(=O)(=O)N(C)C[C@@H]1OCc2cn(nn2)CCCC(=O)N([C@H](C)CO)C[C@H]1C	17
101	C[C@@H]1CN([C@H](C)CO)C(=O)CCCn2nncc2CO[C@H]1CN(C)Cc1cccc(C(=O)O)c1	23
102	COc1cc(C(=O)N2CCCCC2c2cc(C(=O)Nc3ccccc3)no2)cc(OC)c1C (stereo not drawn)	-26
103	c1ccc(Oc2ccc(-c3cc(NCCc4cccnc4)n4nccc4n3)cc2)cc1	7
104	CN(C)CC(=O)N1[C@H](C(=O)Nc2nccs2)[C@@H](CO)[C@@H]2Cn3c(ccc(C4=CCCCC4)c3=O)[C@@H]21	-6
105	CC(C)n1c(=O)c2ccccc2n1Cc1cn(Cc2cccnc2)nn1	-16
106	CCN(CC)c1ccc(C(NC(=O)C(C)C)c2ccc3cccnc3c2O)cc1 (stereo not drawn)	-99*
107	CC1(C(=O)Nc2ccccc2Br)CCN1C(=O)CC1CC1 (stereo not drawn)	-3
108	COCc1cccc(-c2csc(C(N)c3ccc(F)c(F)c3)n2)c1 (stereo not drawn)	-36
109	CC(=O)c1ccc(OCC(=O)Nc2nnc(C3CC3)s2)cc1	-8
110	Cc1ccc(S(=O)(=O)NC(=O)C2(C)CCN2C(=O)c2c(C)noc2C)cc1 (stereo not drawn)	0
111	CCCCc1c(-c2ccc(Cl)cc2)ncn1CCc1ccccc1OC	?
112	Nc1cc(=O)nc2cn[nH]n12	-2

Compound activity deposited in PubChem BioAssay by National Center for Advancing Translational Sciences (NCATS).
